# TcdB GH inh: inhibitors of Clostridioides difficile toxin B glycohydrolase. P18177. TcdB glycohydrolase enzymatic assay, plate reader. inhibition, % at 9.99 µM. 350,000 compounds, 0.24% hits. AID 652162; in the data active = inhibition above about 10%
# Target sequence (P18177 whole entry, looked up): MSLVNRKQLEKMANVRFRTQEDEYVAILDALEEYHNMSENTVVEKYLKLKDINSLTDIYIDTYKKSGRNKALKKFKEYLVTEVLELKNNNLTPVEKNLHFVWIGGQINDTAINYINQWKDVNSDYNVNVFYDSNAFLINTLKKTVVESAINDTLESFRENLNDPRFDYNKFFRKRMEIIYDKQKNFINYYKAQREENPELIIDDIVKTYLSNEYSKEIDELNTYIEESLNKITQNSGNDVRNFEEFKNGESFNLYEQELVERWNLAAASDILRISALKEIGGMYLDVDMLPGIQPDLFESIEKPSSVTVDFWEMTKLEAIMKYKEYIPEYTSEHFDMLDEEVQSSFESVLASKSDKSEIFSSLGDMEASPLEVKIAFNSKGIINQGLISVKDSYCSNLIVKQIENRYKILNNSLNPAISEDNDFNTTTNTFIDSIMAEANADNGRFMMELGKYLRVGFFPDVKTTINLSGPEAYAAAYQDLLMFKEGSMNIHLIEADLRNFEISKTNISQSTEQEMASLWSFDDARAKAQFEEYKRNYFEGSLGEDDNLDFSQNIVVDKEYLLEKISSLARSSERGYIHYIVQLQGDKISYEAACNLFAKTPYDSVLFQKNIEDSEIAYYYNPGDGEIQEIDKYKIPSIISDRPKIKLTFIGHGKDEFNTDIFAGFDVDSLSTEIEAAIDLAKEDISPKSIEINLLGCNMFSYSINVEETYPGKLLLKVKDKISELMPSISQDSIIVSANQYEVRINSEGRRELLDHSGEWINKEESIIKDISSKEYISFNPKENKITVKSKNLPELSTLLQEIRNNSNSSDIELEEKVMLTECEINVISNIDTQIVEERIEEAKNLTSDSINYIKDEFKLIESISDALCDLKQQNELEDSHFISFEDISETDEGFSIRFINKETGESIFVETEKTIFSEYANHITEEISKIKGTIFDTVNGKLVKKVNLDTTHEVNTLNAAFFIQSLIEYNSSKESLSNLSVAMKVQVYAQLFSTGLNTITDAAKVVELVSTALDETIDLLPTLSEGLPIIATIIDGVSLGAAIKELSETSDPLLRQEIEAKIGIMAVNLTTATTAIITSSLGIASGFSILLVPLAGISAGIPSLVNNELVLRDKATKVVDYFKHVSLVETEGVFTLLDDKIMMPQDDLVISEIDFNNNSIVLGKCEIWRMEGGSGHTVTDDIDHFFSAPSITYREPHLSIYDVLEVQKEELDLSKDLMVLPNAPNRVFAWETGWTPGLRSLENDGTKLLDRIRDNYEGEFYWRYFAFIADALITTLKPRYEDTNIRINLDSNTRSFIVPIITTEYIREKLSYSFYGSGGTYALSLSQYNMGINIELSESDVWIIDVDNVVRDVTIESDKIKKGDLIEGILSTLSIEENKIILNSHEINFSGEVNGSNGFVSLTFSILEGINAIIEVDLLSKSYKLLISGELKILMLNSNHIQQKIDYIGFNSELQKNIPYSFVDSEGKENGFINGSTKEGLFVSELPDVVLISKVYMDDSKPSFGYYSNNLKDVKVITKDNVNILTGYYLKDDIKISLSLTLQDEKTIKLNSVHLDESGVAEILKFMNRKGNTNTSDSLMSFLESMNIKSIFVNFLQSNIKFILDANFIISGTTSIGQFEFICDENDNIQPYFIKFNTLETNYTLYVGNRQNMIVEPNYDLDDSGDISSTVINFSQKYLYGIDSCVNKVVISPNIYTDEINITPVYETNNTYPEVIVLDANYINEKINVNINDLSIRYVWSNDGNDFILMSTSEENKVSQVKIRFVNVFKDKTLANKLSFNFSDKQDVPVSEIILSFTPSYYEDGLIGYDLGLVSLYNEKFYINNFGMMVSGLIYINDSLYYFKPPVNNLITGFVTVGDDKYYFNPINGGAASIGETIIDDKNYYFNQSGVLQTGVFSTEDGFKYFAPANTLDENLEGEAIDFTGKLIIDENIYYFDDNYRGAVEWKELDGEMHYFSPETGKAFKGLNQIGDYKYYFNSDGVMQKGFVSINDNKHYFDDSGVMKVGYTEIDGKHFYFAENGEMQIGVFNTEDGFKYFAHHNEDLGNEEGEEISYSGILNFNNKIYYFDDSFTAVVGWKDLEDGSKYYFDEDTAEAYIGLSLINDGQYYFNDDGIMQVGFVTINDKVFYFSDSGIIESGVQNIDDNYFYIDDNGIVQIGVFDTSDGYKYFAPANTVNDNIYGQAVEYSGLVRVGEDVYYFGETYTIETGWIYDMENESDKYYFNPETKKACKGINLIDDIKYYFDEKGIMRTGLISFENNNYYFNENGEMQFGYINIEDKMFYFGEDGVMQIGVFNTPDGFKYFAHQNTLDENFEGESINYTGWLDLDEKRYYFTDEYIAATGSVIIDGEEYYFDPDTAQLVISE
# BioA inh: blocks M. tuberculosis BioA enzyme activity; purified M. tuberculosis BioA enzyme, plate reader; inhibition, % at 9.99 µM; 360,000 compounds, 0.096% hits; AID 602481; in the data active = inhibition above about 40%
# An asterisk follows results filed as active; & = joins results of further samples. These rows are one share of the data. The share of hits here may be higher or lower than overall.
SMILES,TcdB GH inh,BioA inh
CC=Cc1ccc2n(c1=O)C[C@@H]1[C@@H](CO)[C@H](C(=O)NCc3ccccc3Cl)N(S(C)(=O)=O)[C@H]21 (mixture of isomers),-0.1,3.5
C[C@@H]1CN([C@H](C)CO)C(=O)c2cc(C#CCN(C)C)cnc2O[C@@H]1CN(C)Cc1ccccc1,-2.3,-0.2
C[C@H]1CCCCO[C@H](CN(C)Cc2ccc3c(c2)OCO3)[C@@H](C)CN([C@@H](C)CO)C(=O)c2cc(NS(C)(=O)=O)ccc2O1,0.9,2.4
C[C@@H]1CN([C@H](C)CO)C(=O)Cc2cc(NS(=O)(=O)c3ccc(F)cc3)ccc2O[C@@H]1CN(C)S(=O)(=O)c1cn(C)cn1,1.2,4.3
CS(=O)(=O)Nc1ccc2c(c1)[C@H]1C[C@@H](CC(=O)NCc3cccnc3)O[C@@H](CO)[C@H]1O2,0.0,-0.8
O=C(C[C@@H]1C[C@@H]2c3cc(NC(=O)c4cccnc4)ccc3O[C@@H]2[C@@H](CO)O1)NCc1ccc(Oc2ccccc2)cc1,-0.8,7.6
O=C(C[C@@H]1CC[C@@H](NC(=O)c2ccncc2)[C@@H](CO)O1)NCC1CC1,-2.5,-1.7
C[C@H](CO)N1C[C@H](C)[C@@H](CN(C)S(=O)(=O)c2ccc(F)cc2)Oc2ccc(NC(=O)c3ccncc3)cc2CC1=O,-1.0,-0.2
CC(=O)N1[C@H](C(=O)NCC2CC2)[C@@H](CO)[C@@H]2Cn3c(ccc(-c4ccccc4F)c3=O)[C@@H]21,-1.5,-0.3
O=C(C[C@@H]1CC[C@H]2[C@@H](COC[C@@H](O)CN2C(=O)Nc2ccccc2)O1)NCc1ccccc1F,0.8,1.6
CN1C[C@@H]2[C@H](c3ccccc31)[C@@H](CO)N2S(=O)(=O)c1ccccc1,1.6,-3.8
CC(C)c1cn(CC[C@@H]2CC[C@@H](NC(=O)C3CCCC3)[C@H](CO)O2)nn1,0.4,2.7
C[C@H]1CN([C@@H](C)CO)C(=O)c2cccc(NS(=O)(=O)c3ccc(Cl)cc3)c2O[C@H]1CN(C)Cc1ccccc1,1.1,-1.7
CCCN(C)C[C@H]1OCCCC[C@H](C)Oc2ccc(NS(=O)(=O)c3c(C)noc3C)cc2C(=O)N([C@@H](C)CO)C[C@H]1C,-1.8,-5.9
CN(C)Cc1cn(CC[C@H]2CC[C@@H](NS(=O)(=O)c3ccc(-c4ccccc4)cc3)[C@H](CO)O2)nn1,-0.5,0.9
CCCN1C[C@@H](C)[C@H](OC)CN(C)C(=O)c2ccc(NC(=O)c3ccc4c(c3)OCO4)cc2OC[C@H]1C,0.6,-1.8
CO[C@H]1CN(C)C(=O)c2cc(C#N)ccc2OCC[C@@H]2CC[C@@H](OC)[C@@H](CN(C)C(=O)[C@H]1C)O2,-1.3,-1.7
COc1ccccc1CNC(=O)C[C@H]1CC[C@H]2[C@@H](COc3ccc(NC(=O)Nc4ccc(F)c(F)c4)cc3C(=O)N2C)O1,-0.4,-0.3
Cc1noc(C)c1S(=O)(=O)Nc1ccc2c(c1)C(=O)N([C@@H](C)CO)C[C@@H](C)[C@@H](CN(C)C(=O)NC(C)C)O2,-0.8,-0.7
O=C(C[C@H]1C=C[C@H](NC(=O)c2ccc(F)cc2)[C@H](CO)O1)NCCc1ccccc1,1.0,2.0
O=C(C[C@H]1C[C@@H]2c3cc(NS(=O)(=O)c4ccc(F)cc4)ccc3O[C@@H]2[C@H](CO)O1)NCc1ccccc1F,-0.7,1.6
Cc1cc(C(=O)Nc2cccc3c2O[C@H](CN(C)CC2CC2)[C@H](C)CN([C@H](C)CO)C3=O)n(C)n1,0.6,-2.5
CC(C)C#Cc1ccc2c(c1)O[C@H](CN(C)Cc1ccncc1)[C@H](C)CN([C@H](C)CO)S2(=O)=O,-3.2,-0.3
CO[C@H]1CN(C)C(=O)c2ccc(NC(=O)C3CC3)cc2OC[C@@H](C)N(C(=O)c2cccnc2)C[C@@H]1C,-1.6,0.3
CO[C@@H]1CN(C)C(=O)c2ccc(NC(=O)c3ccccc3F)cc2OC[C@H](C)N(CC2CCOCC2)C[C@H]1C,-2.1,-0.1
# (next part)
SMILES,TcdB GH inh,BioA inh
N#Cc1ccc(-c2ccc([C@@H]3[C@H](CO)N4CCCCN(C(=O)Nc5ccc(F)cc5)C[C@@H]34)cc2)cc1,0.6,-9.2
O=C(C[C@@H]1CC[C@H](NS(=O)(=O)c2cccc(F)c2)[C@@H](CO)O1)N1CCCCC1,0.9,4.2
COc1cccc(NC(=O)N(C)C[C@@H]2OCc3cnnn3CCCC(=O)N([C@@H](C)CO)C[C@@H]2C)c1,-1.7,1.4
C[C@@H]1CN([C@H](C)CO)C(=O)c2cc(C#CC3(O)CCCC3)cnc2O[C@@H]1CN(C)Cc1ccncc1,0.2,0.2
Cc1noc(C)c1S(=O)(=O)Nc1ccc2c(c1)CC(=O)N([C@@H](C)CO)C[C@H](C)[C@H](CN(C)C(=O)NC(C)C)O2,-0.9,-0.2
COc1ccccc1NC(=O)Nc1ccc2c(c1)C(=O)N(C)C[C@@H](OC)[C@H](C)CN(Cc1ccccc1Cl)[C@H](C)CO2,1.1,-1.2
C[C@H]1CN([C@@H](C)CO)C(=O)c2ccccc2-c2ccccc2CO[C@H]1CN(C)S(=O)(=O)c1ccccc1F,0.1,2.6
Cc1ccc(S(=O)(=O)N[C@H]2C=C[C@H](CC(=O)NCCc3ccncc3)O[C@H]2CO)cc1,1.5,3.4
C[C@@H]1CCCCO[C@H](CN(C)C(=O)Cc2ccccc2)[C@@H](C)CN([C@@H](C)CO)C(=O)c2cc(NC(=O)Nc3ccccc3)ccc2O1,0.4,1.1
Cc1cc(C(=O)Nc2ccc3c(c2)C(=O)N(C)[C@@H]2CC[C@@H](CC(=O)N[C@@H](C)c4ccccc4)O[C@H]2CO3)no1,3.0,-1.3
CC(=O)NC[C@@H]1[C@H](c2ccc(-c3ccccc3F)cc2)[C@@H](CO)N1C(=O)C1CC1,-1.0,3.9
CC(C)CC#Cc1ccc([C@@H]2[C@H](CO)N3CCCCN(C(=O)NC4CCCC4)C[C@@H]23)cc1,-3.2,-1.9
COCC#Cc1cnc2c(c1)C(=O)N([C@H](C)CO)C[C@H](C)[C@H](CN(C)S(=O)(=O)c1cccc(OC)c1)O2,-0.5,3.9
CN1C(=O)c2cc(NC(=O)c3ccccc3)ccc2OC[C@@H]2O[C@@H](CC(=O)O)CC[C@H]21,0.9,1.3
O=C(C[C@H]1C[C@H]2c3cc(NS(=O)(=O)c4ccccc4)ccc3O[C@H]2[C@@H](CO)O1)NC1CCCCC1,0.7,-2.5
C[C@@H]1CN([C@H](C)CO)C(=O)Cc2cc(N(C)C)ccc2O[C@@H]1CN(C)Cc1ccc(Oc2ccccc2)cc1,-1.1,1.0
CCC(=O)Nc1ccc2c(c1)OC[C@@H](C)N(C(=O)c1ccncc1)C[C@@H](C)[C@@H](OC)CN(C)C2=O,0.3,-1.8
COc1cccc(S(=O)(=O)Nc2ccc3c(c2)C(=O)N(C)[C@@H]2CC[C@H](CC(=O)NCC4CCCCC4)O[C@@H]2CO3)c1,0.4,-1.8
CO[C@@H]1CN(C)C(=O)c2ccc(NC(=O)Nc3ccc(Cl)cc3)cc2OC[C@H](C)N(C)C[C@@H]1C,1.0,3.3
C[C@@H]1CN([C@@H](C)CO)S(=O)(=O)c2ccc(C#CC3CC3)cc2O[C@@H]1CN(C)C,-1.0,1.1
C[C@H]1CN([C@@H](C)CO)C(=O)Cc2cc(NC(=O)C3CC3)ccc2O[C@H]1CN(C)S(C)(=O)=O,0.6,-1.8
C[C@H](CO)N1C[C@H](C)[C@H](CN(C)C(=O)C2CC2)Oc2cc(C#C[C@@H](C)O)ccc2S1(=O)=O,-0.1,1.0
C[C@H]1CN([C@@H](C)CO)C(=O)c2cc(NC(=O)Cn3cnnn3)ccc2O[C@H]1CN(C)C(=O)NC1CCCCC1,-0.7,-0.3
C[C@H](CO)N1C[C@H](C)[C@H](CN(C)C(=O)Nc2ccc(F)cc2)Oc2ncc(-c3cccnc3)cc2C1=O,-3.2,2.8
C[C@H]1CN([C@@H](C)CO)S(=O)(=O)c2ccc(-c3ccc(C#N)cc3)cc2O[C@H]1CN(C)Cc1ccccn1,-0.1,1.0

# Single values from above.
# Reading of `CC(C)CC#Cc1ccc([C@@H]2[C@H](CO)N3CCCCN(C(=O)NC4CCCC4)C[C@@H]23)cc1` under BioA inh: -1.9
# Reading of `C[C@@H]1CN([C@H](C)CO)C(=O)c2cc(C#CC3(O)CCCC3)cnc2O[C@@H]1CN(C)Cc1ccncc1` under BioA inh: 0.2

# Remaining list, next part.
SMILES,TcdB GH inh,BioA inh
C[C@@H]1CCCCO[C@H](CN(C)C(=O)C2CCCCC2)[C@@H](C)CN([C@H](C)CO)C(=O)c2cc(NC(=O)Cc3ccccc3)ccc2O1,0.0,0.4
COc1ccc(S(=O)(=O)Nc2ccc3c(c2)C(=O)N([C@@H](C)CO)C[C@H](C)[C@H](CN(C)Cc2ccc(C(=O)Nc4ccccc4N)cc2)O3)cc1,-0.9,-1.2
Cn1cnc(CCNC(=O)C[C@@H]2CC[C@@H]3[C@H](COC[C@@H](O)CN3C(=O)Nc3ccc(C(F)(F)F)cc3)O2)c1,0.1,-0.5
CN(C)Cc1cn(CC[C@H]2CC[C@@H](N)[C@H](CO)O2)nn1,0.0,-1.6
C[C@H](CO)N1C[C@H](C)[C@H](CN(C)C)Oc2cc(C#Cc3ccccc3)ccc2S1(=O)=O,0.7,2.3
C[C@@H]1CN([C@H](C)CO)C(=O)c2cccc(NS(=O)(=O)c3ccc(F)cc3)c2O[C@H]1CN(C)C(=O)NC1CCCCC1,0.2,-0.4
Cc1noc(C)c1NC(=O)N(C)C[C@@H]1Oc2ccc(NS(=O)(=O)c3ccc(F)cc3)cc2CC(=O)N([C@@H](C)CO)C[C@H]1C,-0.7,-3.9
CC(C)NC(=O)N(C)C[C@@H]1Oc2cc(C3=CCCC3)ccc2S(=O)(=O)N([C@@H](C)CO)C[C@@H]1C,-0.1,1.7
COc1ccc(NC(=O)Nc2ccc3c(c2)CC(=O)N([C@@H](C)CO)C[C@@H](C)[C@@H](CN(C)C)O3)cc1,-0.4,-0.9
O=C(C[C@@H]1C[C@H]2c3cc(NC(=O)c4cccnc4)ccc3O[C@H]2[C@H](CO)O1)NCc1ccccn1,0.4,20
CN1CCN(C(=O)C[C@H]2CC[C@H]3[C@@H](COC[C@@H](O)CN3Cc3cccc(F)c3)O2)CC1,-2.1&1.2,-0.8
Cc1noc(C)c1NC(=O)N(C)C[C@@H]1OCCCC[C@H](C)Oc2ccc(NC(=O)CCC(F)(F)F)cc2C(=O)N([C@@H](C)CO)C[C@@H]1C,-0.4,2.6
C[C@H]1CN([C@@H](C)CO)C(=O)Cc2cc(NC(=O)Cc3cn(C)c4ccccc34)ccc2O[C@@H]1CN(C)C(=O)Nc1ccccc1,0.7,1.0
C[C@H]1CN([C@@H](C)CO)C(=O)c2cccc(NS(=O)(=O)c3cn(C)cn3)c2O[C@@H]1CN(C)S(=O)(=O)c1ccc(Cl)cc1,0.2,9.0
C[C@H]1CN([C@@H](C)CO)C(=O)c2cc(NC(=O)Nc3ccc4c(c3)OCO4)ccc2O[C@H]1CN(C)Cc1ccncc1,-1.0,-1.6
O=C(C[C@H]1CC[C@@H](NC(=O)C2CCOCC2)[C@@H](CO)O1)NCc1ccccc1Cl,-5.4,-1.7
O=C(C[C@@H]1C[C@@H]2c3cc(NC(=O)C4CCC4)ccc3O[C@@H]2[C@H](CO)O1)NCc1cccnc1,-1.8,-1.8
C[C@@H]1CCCCO[C@H](CN(C)C(=O)Nc2cccc3ccccc23)[C@@H](C)CN([C@H](C)CO)C(=O)c2cc(NS(=O)(=O)c3ccccc3)ccc2O1,0.7,1.3
CCC(=O)N(C)C[C@H]1Oc2ncc(-c3ccccc3F)cc2C(=O)N([C@@H](C)CO)C[C@H]1C,-0.4,-5.2
O=S(=O)(N[C@H]1CC[C@@H](CCn2cc(-c3cccnc3)nn2)O[C@H]1CO)c1ccc(F)cc1,-0.6,7.1
CCC(=O)N1[C@@H]2c3ccc(-c4cccc(F)c4)c(=O)n3C[C@H]1[C@H](CO)[C@H]2C(=O)OC,1.9,0.2
C[C@H](CO)N1C[C@H](C)[C@H](CN(C)Cc2ccncc2)OCCCC[C@H](C)Oc2ccc(NC(=O)Nc3ccc(C(F)(F)F)cc3)cc2C1=O,0.0,2.7
C[C@H](CO)N1C[C@H](C)[C@H](CN(C)C(=O)Cc2ccncc2)Oc2ncc(C3=CCCC3)cc2C1=O,0.8,-3.2
C[C@@H]1CN([C@@H](C)CO)C(=O)c2cc(-c3ccc(F)cc3)cnc2O[C@H]1CN(C)C(=O)c1ccccc1F,-2.4,2.4

# An excerpt of these results, as labelled records:
> Cc1ccc(S(=O)(=O)N[C@H]2C=C[C@H](CC(=O)NCCc3ccncc3)O[C@H]2CO)cc1
  TcdB GH inh: 1.5
  BioA inh: 3.4

> C[C@@H]1CCCCO[C@H](CN(C)C(=O)Cc2ccccc2)[C@@H](C)CN([C@@H](C)CO)C(=O)c2cc(NC(=O)Nc3ccccc3)ccc2O1
  TcdB GH inh: 0.4
  BioA inh: 1.1

> Cc1cc(C(=O)Nc2ccc3c(c2)C(=O)N(C)[C@@H]2CC[C@@H](CC(=O)N[C@@H](C)c4ccccc4)O[C@H]2CO3)no1
  TcdB GH inh: 3.0
  BioA inh: -1.3

> CC(=O)NC[C@@H]1[C@H](c2ccc(-c3ccccc3F)cc2)[C@@H](CO)N1C(=O)C1CC1
  TcdB GH inh: -1.0
  BioA inh: 3.9
